Screening results deposited in PubChem BioAssay by National Center for Advancing Translational Sciences (NCATS).
PNC assembly inh: High Content Assay for Compounds that inhibit the Assembly of the Perinucleolar Compartment; 140,000 tested, 3.1% active; AID 2417, 2010; PC3M PTB-GFP, PNC prevalence imaging, 16 h; hits give low values; activity change (PNC), negative = inhibition, % at 10 µM;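 active = readout at or below -70, meaning at least 70% loss of cells showing the perinucleolar compartment, a nuclear body marking cancer cells; inconclusive = readout between -30 and a set limit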;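 also: plate controls were DMSO wells for no effect and camptothecin positive control wells for full effect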
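PC3M cells stably expressing PTB-GFP, 750–1000 cells/well, treated 16 h at 37 °C with compound (23 nl of library stock), in duplicate. After paraformaldehyde fixation and Hoechst stain, imaged at 20x; PNC prevalence scored by image analysis.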
IMPase inh: qHTS Assay for Identifying the Cell-Membrane Permeable IMPase Inhibitors; Inositol monophosphatase 1 (Rattus norvegicus), P97697; CHO-M1 cells, IP1 accumulation, HTRF TR-FRET ratio; inhibition (IP1 accumulation), % at 46.1 µM; 120,000 tested, under 10 active; AID 901, 2007; active = well fitted curve in the direction sought with a large enough effect in the signal ratio, not every such curve was filed as active; inconclusive = small, poorly fitted or top-dose-only effect, or a change in a side signal; inactive = no such curve, though single readings can be large or run the other way; the % refers to the signal ratio;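 also: cells stimulated with carbachol in lithium chloride buffer; plate controls were DMSO basal wells for no effect and reference inhibitor wells for full effect; higher means more IMPase inhibition seen as more IP1 and lower FRET ratio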
Target sequence (P97697 whole entry, looked up): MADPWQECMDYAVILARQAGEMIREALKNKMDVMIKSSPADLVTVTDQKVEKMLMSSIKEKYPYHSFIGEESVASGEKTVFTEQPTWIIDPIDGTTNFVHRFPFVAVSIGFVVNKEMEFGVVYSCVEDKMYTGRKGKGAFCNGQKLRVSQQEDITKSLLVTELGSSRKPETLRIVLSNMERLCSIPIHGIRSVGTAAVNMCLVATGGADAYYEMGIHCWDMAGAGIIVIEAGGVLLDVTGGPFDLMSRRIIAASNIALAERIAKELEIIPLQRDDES
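CHO-M1 cells (CHO stably expressing M1 receptor), compound up to 46 uM final, stimulated with carbachol (50 uM as added) in buffer with 50mM LiCl, pH 7.4, 30 min at 37C. Cytosolic IP1 read by TR-FRET; AC50 from Hill fits.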
15-hLO-2 inh: qHTS Assay for Inhibitors of 15-hLO-2 (15-human lipoxygenase 2) | purified 15hLO-2, xylenol orange hydroperoxide absorbance | 110,000 tested, 0.56% active | Potency, µM (titrated, usually from 57.1 µM), for the others: at the top dose activity change, negative = inhibition, most hits filed as inhibitors | Polyunsaturated fatty acid lipoxygenase ALOX15B (Homo sapiens), O15296; also: potency is read from the fitted curve at half-maximal effect; nearly all actives have a fitted effect of over 60% in size; many of its hits are not listed in these tables
Target sequence (O15296 whole entry, looked up): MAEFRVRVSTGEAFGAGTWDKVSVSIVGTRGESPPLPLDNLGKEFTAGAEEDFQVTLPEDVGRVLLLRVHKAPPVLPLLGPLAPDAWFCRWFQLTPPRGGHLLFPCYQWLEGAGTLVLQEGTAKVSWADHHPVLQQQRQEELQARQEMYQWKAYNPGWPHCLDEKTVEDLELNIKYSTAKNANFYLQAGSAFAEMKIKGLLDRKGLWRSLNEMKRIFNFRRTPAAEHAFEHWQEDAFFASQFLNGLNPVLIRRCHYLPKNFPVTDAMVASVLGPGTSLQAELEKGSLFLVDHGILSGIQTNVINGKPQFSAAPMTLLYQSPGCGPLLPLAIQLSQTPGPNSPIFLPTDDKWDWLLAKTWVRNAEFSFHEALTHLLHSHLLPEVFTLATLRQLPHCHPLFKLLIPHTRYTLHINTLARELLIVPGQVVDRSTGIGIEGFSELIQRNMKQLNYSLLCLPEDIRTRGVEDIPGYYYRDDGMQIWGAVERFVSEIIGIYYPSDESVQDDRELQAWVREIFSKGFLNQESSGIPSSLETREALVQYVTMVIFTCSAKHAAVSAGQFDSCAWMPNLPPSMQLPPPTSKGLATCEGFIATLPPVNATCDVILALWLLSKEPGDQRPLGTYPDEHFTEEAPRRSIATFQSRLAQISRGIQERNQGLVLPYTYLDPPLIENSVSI
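Purified human 15hLO-2 (50 nM) preincubated 15 min with compound, then 45 uM arachidonic acid for 90 min at RT in 25 mM Hepes pH 7.5, 0.01% Triton X-100. Hydroperoxide detected by Fe-xylenol orange; 573/405 nm absorbance ratio.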
12-hLO inh: qHTS Assay for Inhibitors of 12-hLO (12-human lipoxygenase) | Polyunsaturated fatty acid lipoxygenase ALOX12 (Homo sapiens), P18054 | AID 1452, 2008 | Potency, µM (highest dose often 57.1 µM), for inactives: top-dose activity change, negative = inhibition, most hits filed as inhibitors | purified 12-hLO, xylenol orange hydroperoxide absorbance | 150,000 tested, 0.12% active; also: potency is read from the fitted curve at half-maximal effect; nearly all actives have a fitted effect of over 55% in size; many of its hits are not listed in these tables
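Lipoxygenase turnover measured by absorbance at 573 and 405 nm after Fe-XO development. Human 12hLO 150 nM, arachidonate 40 uM, pH 7.0 Hepes buffer with detergent; 15 min compound preincubation, 30 min reaction.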
* = called active by the depositor; ? = inconclusive; · = not tested or not shown; [ ] = dose if it differs, or a comment. Unless noted, calls follow the shape of the dose curve; as a rule, active = well fitted curve in the direction sought with a large enough effect; inconclusive = small, poorly fitted or top-dose-only effect, or another doubt; inactive = no such curve, though single readings can be large; an effect the other way counts as inactive or inconclusive. Unless noted, % is scaled to controls: 0 for no effect and ±100 for the full control effect.

item	PNC assembly inh	IMPase inh	15-hLO-2 inh	12-hLO inh	Compound
1	13	1	9%	-7%	CCOC(=O)CSc1nnc(CNC(=O)c2cccs2)n1-c1cc(C)ccc1C
2	61	4	·	-5%	COc1ccc(C(=O)CN2CC(C)SC2=Nc2ccc(Cl)cc2)cc1 (configuration not stated)
3	-8	14	·	6%	O=S(=O)(c1cccs1)N1CN(Cc2ccc(F)cc2)c2nc3ccccc3nc21
4	28	-5	-7%	-5%	COc1ccc(-c2nc3c([nH]2)c(=O)n(C)c(=O)n3C)c(OC)c1
5	-1	-5	-1%	7%	COc1ccccc1N1C(=O)CCC1(C#N)c1ccc(Br)cc1 (configuration not stated)
6	103	4	-16%	1%	CCCC(=O)c1cc2c(cc1NC(=O)c1cccs1)OCCO2
7	73	4	-2%	-1%	CS(=O)(=O)c1ccccc1COC(=O)Nc1ccc(Cl)cc1
8	-8	9	0%	6%	Nc1nonc1-c1noc(CCCCCN2C(=O)c3ccccc3C2=O)n1
9	?	-1	·	3%	COC(=O)c1sc2ccccc2c1NC(=O)c1coc2ccccc2c1=O
10	-23	-1	-12%	4%	Cn1c(C(=O)Nc2ccc3c(c2)OCCO3)cc2sccc21

Results in sequence from above:
IMPase inh for entries 2 to 7 → 4, 14, -5, -5, 4, 4
15-hLO-2 inh for entries 2 to 7 → ·, ·, -7%, -1%, -16%, -2%
12-hLO inh for entries 2 to 7 → -5%, 6%, -5%, 7%, 1%, -1%

Compound profiles (already shown):
CCCC(=O)c1cc2c(cc1NC(=O)c1cccs1)OCCO2 across the screens: PNC assembly inh: 103; IMPase inh: 4; 15-hLO-2 inh: -16%; 12-hLO inh: 1%
CCOC(=O)CSc1nnc(CNC(=O)c2cccs2)n1-c1cc(C)ccc1C across the screens: PNC assembly inh: 13; IMPase inh: 1; 15-hLO-2 inh: 9%; 12-hLO inh: -7%

Sorted by length of the SMILES (ascending): some entries from above.
item	PNC assembly inh	IMPase inh	15-hLO-2 inh	12-hLO inh	Compound
9	?	-1	·	3%	COC(=O)c1sc2ccccc2c1NC(=O)c1coc2ccccc2c1=O
4	28	-5	-7%	-5%	COc1ccc(-c2nc3c([nH]2)c(=O)n(C)c(=O)n3C)c(OC)c1
3	-8	14	·	6%	O=S(=O)(c1cccs1)N1CN(Cc2ccc(F)cc2)c2nc3ccccc3nc21

(next part)
item	PNC assembly inh	IMPase inh	15-hLO-2 inh	12-hLO inh	Compound
11	-19	7	·	-5%	CC(C(=O)N1c2ccccc2CCc2ccccc21)n1nnc(-c2ccc(N(C)C)cc2)n1 (configuration not stated)
12	-11	9	-5%	11%	COc1ccc(Cc2nnc(NC(=O)Cn3cnc4c3c(=O)n(C)c(=O)n4C)s2)cc1OC
13	?	9	1%	0%	COc1ccc(OC)c(C(=O)CSc2nnc(Cc3cccs3)n2C)c1
14	77	5	-4%	2%	O=C(CCC(=O)c1ccc(Oc2ccccc2)cc1)Nc1ccc(Cl)cc1Cl
15	21	·	·	-1%	CCNC(=O)c1cc2ccccc2o1
16	78	-1	5%	4%	CCCN1Cc2cccc(C(=O)Nc3ccc(C)cc3)c2C1=O
17	-10	6	14%	3%	COc1ccc(CC(=O)Nc2ccc(-c3cn4cccc(C)c4n3)cc2)cc1OC
18	15	-5	-14%	-4%	COc1cccc(C(C(=O)Nc2ccc(F)cc2)N(C(=O)Cn2nnc3ccccc32)C2CC2)c1 (configuration not stated)
19	1	·	·	-2%	COc1cccc(/C=N/NC(=O)C[n+]2ccccc2)c1O
20	?	·	·	1%	O=C(Cn1nnc(-c2ccccc2)n1)N/N=C/c1cccc([N+](=O)[O-])c1
21	5	3	1%	-1%	O=C(CCC1CCCC1)NC1CCCCC1
22	22	-17	0%	-3%	O=C(CCCn1c(=O)c2sccc2n(CC(=O)OCc2ccccc2)c1=O)NCc1ccco1
23	17	-10	-28%	-3%	Cc1cc(C(=O)CSc2nnc(-c3ccc(F)cc3)o2)c(C)n1CC1CCCO1 (configuration not stated)
24	?	6	-4%	-2%	CCOC(=O)CC1=C(C(=O)OCC)C(c2ccc(C)o2)C(C#N)=C(N)O1 (configuration not stated)
25	25	·	·	1%	CC1CN(C(=O)c2ccccc2NS(=O)(=O)c2cccc([N+](=O)[O-])c2)CC(C)O1 (configuration not stated)
26	·	·	2%[11.4 µM]	-2%[11.4 µM]	CC(C)=C[C@H]1[C@@H](C(=O)Oc2ccccc2C(C)C)C1(C)C
27	9	-2	-1%	-4%	O=S(=O)(c1cccs1)N1CCN(CC(O)COC2CCCc3ccccc32)CC1 (configuration not stated)
28	?	9	4%	-3%	Cc1noc(C(=O)N2CC3(C)CC2CC(C)(C)C3)c1Cl (configuration not stated)
29	7	-3	-4%	1%	Cc1cccc(Oc2coc3cc(OC(=O)c4cccs4)ccc3c2=O)c1
30	?	3	-25%	-3%	COc1ccccc1-c1c(C#N)c(SCC(=O)N2CCCC2)nc(C)c1C(N)=O
31	?	2	-6%	-3%	O=C(CSc1nc2cc(Cl)ccc2o1)Nc1ccc(N2CCOCC2)cc1
32	-9	3	1%	-6%	COc1ccc(-n2ncc(N(C)n3cccc3)c(Cl)c2=O)cc1
33	?	3	-2%	0%	Cc1ccc(-c2nnc(SCC#CCOC(=O)c3cccs3)o2)cc1
34	?	-10	-7%	-9%	NC(=O)c1cc(Cc2ccccc2)sc1NC(=O)c1ccco1
35	?	0	7%	-1%	O=C(CCN1C(=O)COc2ccccc21)NCCN1CCc2ccccc2C1
36	11	-6	1%	3%	Cc1ccccc1NC(=O)COC(=O)CN1C(=O)NC(C)(C)C1=O
37	?	·	·	1%	CNC(=O)/C(C#N)=C\c1ccc(CNS(=O)(=O)c2ccccc2)o1
38	?	5	1%	-2%	CCCNC(=O)C1CCN(c2nc(C)cc(C)n2)CC1
39	-7	?	-6%	-2%	O=C(c1ccccc1NS(=O)(=O)c1cccs1)N1CCCC1
40	-18	·	·	-10%	COc1ccccc1OC(=O)CCN1c2ccccc2Sc2ccccc21
41	·	·	-7%[11.4 µM]	1%[11.4 µM]	COc1ccc(NC(=S)Nc2ccccc2)cc1
42	-13	5	6%	-7%	Cc1cc(C)c(-c2cc(NC(=O)CSc3n[nH]c(N)n3)n(-c3ccccc3)n2)cc1C
43	-15	-6	4%	3%	COc1ccccc1C(=O)NCCCN1CCCC1=O
44	42	6	4%	-24%	CCOC(=O)N1CCC2(CC1)C(C#N)=C(N)Oc1n[nH]c(CSc3ccc(C)cc3)c12
45	30	5	0%	-1%	COc1cc(NC(=O)c2ccco2)ccc1NC(=O)C(C)C
46	·	·	-6%	2%	O=C1OC(=O)c2ccccc21
47	28	13	29%	5%	O=C(c1oc(=O)c2ccccc2c1-c1ccccc1)N1CCN(C2CCCCC2)CC1
48	-13	6	?	-3%	C=CCn1cnc2c(c1=O)c1nc3ccccc3nc1n2/N=C/c1cccc(OC)c1OC
49	?	·	·	4%	O=S(=O)(NC1CCCCC1Oc1ccccc1)c1ccc(Cl)cc1 (configuration not stated)
50	24	2	1%	7%	CCCCN1C(=O)C(NC(=O)C2CC2)(C(F)(F)F)C2=C1CC(C)(C)CC2=O (configuration not stated)
51	28	1	-17%	-23%	S=C1NC(c2ccccc2)=NCN1c1ccc(Br)cc1
52	?	2	2%	-3%	COC(=O)c1ccccc1NC(=O)CSc1nnc(-c2ccoc2C)n1C
53	16	-3	-7%	-6%	CC(=O)C1=C(C)Nc2ncnn2C1c1ccc(Cl)cc1Cl (configuration not stated)
54	42	-5	-5%	-2%	Cc1nnc(SC(C)C(=O)Nc2ccc(S(=O)(=O)N3CCCCC3)cc2)s1 (configuration not stated)
55	-13	-4	-19%	-8%	COC(=O)/C(=C\Nc1ccc(OC)cc1)NC(=O)c1ccc(Cl)cc1Cl
56	-2	·	·	-1%	O=c1[nH]c(CSc2nc3ccccc3[nH]2)nc2c1cnn2-c1ccccc1
57	-13	2	-17%	-7%	Cc1cc(NC(=O)CN2CCCC2c2nc3ccccc3s2)no1 (configuration not stated)
58	·	·	-5%[0.0915 µM]	-2%[0.00818 µM]	CC(C)[C@H](N)C(=O)OCCOCn1cnc2c(=O)[nH]c(N)nc21
59	35	-3	41%[activator]	-1%	Cn1cccc1C(=O)Nc1nc(-c2ccccn2)cs1
60	-22	-4	3%	-3%	CCN(CC)C(=O)c1cn(C)c(=O)c2cc(OC)c(OC)cc12

Additional structures follow:
item	PNC assembly inh	IMPase inh	15-hLO-2 inh	12-hLO inh	Compound
61	64	7	·	-1%	Cc1ccnc(NC(=O)CN(C)S(=O)(=O)c2cccc3nsnc23)c1
62	-14	0	1%	4%	Cc1nc(CCN2C(=O)c3ccccc3C2=O)n[nH]1
63	-25	4	-10%	-4%	COc1cccc(C(c2nnnn2Cc2ccccc2)N2CCN(C(=O)c3ccco3)CC2)c1OC (configuration not stated)
64	10	-20	-16%	1%	COc1ccc(C(C)=O)c(OC(=O)c2ccco2)c1
65	35	·	·	-2%	CC1CCCCN1C(=S)Nc1ccc2nc3n(c(=O)c2c1)CCCCC3 (configuration not stated)
66	16	·	·	0%	COc1ccc(/C=C/C(=O)NCCCc2ccccc2)cc1OC
67	11	-8	-9%	1%	O=C(NCCC(=O)N1CCNC1=O)OCc1ccccc1
68	21	·	·	6%	CCOC(=O)C1=C(C)NC(=O)NC1c1ccc(Br)o1 (configuration not stated)
69	?	-2	-4%	-2%	COc1ccc(-c2cnn(-c3ccccc3)c2N)cc1OC
70	·	2	16µM*	?	N#C/C(=C\c1ccc(O)c(O)c1)C(=O)NCCCCc1ccccc1
71	14	1	-2%	0%	CCn1ncc(/C=N/NS(=O)(=O)c2ccc(Cl)cc2)c1C
72	-29	7	-3%	0%	COc1cccc(OCc2nc3ccccc3c(=O)n2N)c1
73	13	3	2%	-4%	COc1cccc(C(=O)Nc2ccc(NC(C)=O)cc2)c1
74	25	5	1%	0%	Cc1ccccc1C(=O)c1ccc2c(c1)n(C)c(=O)n2C
75	39	11	·	-1%	Cc1ccc(NC(=O)COc2cccnc2[N+](=O)[O-])cc1S(=O)(=O)N1CCCCC1

Structural class: the compounds so far with fluorine.
item	PNC assembly inh	IMPase inh	15-hLO-2 inh	12-hLO inh	Compound
3	-8	14	·	6%	O=S(=O)(c1cccs1)N1CN(Cc2ccc(F)cc2)c2nc3ccccc3nc21
18	15	-5	-14%	-4%	COc1cccc(C(C(=O)Nc2ccc(F)cc2)N(C(=O)Cn2nnc3ccccc32)C2CC2)c1 (configuration not stated)
23	17	-10	-28%	-3%	Cc1cc(C(=O)CSc2nnc(-c3ccc(F)cc3)o2)c(C)n1CC1CCCO1 (configuration not stated)
50	24	2	1%	7%	CCCCN1C(=O)C(NC(=O)C2CC2)(C(F)(F)F)C2=C1CC(C)(C)CC2=O (configuration not stated)

The list is partial. The share of hits here may be higher or lower than overall.
